# SNCA expr inh: SNCA gene expression inhibition; HEK-293 SNCA-luciferase knock-in, luminescence, 24 h; Potency, µM (series often up to 57.2 µM), for inactives: at the highest dose activity change, negative = inhibition, actives largely listed as inhibitors; actives 0.17% (n = 140,000); AID 1671194;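 also: potency is read from the fitted curve at half-maximal effect; plate controls were DMSO cells for no effect and cell-free wells for full effect; nearly all actives have a fitted effect of over 45% in size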
# HEK293 viab: cell viability loss counter-screen. Potency, µM (doses to about 57.1 µM), for inactives: at the highest dose activity change, negative = cytotoxicity, hits mostly cytotoxic. HEK-293-SNCA-luc viability, GF-AFC fluorescence, 24 h. actives 0.12% (n = 150,000). AID 1671193;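 also: potency is read from the fitted curve at half-maximal effect; 0% = DMSO-treated cells and -100% = medium-only wells without cells; nearly all actives have a fitted effect of over 30% in size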
#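 HEK-293-SNCA-luc cells (1500/well) plated 24 h, then exposed 24 h to a dilution series; GF-AFC added 30 min at 37C, fluorescence 405/540 nm; normalised to medium-only and DMSO wells, Hill fit.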
# 3T3 cytotox: cytotoxic compounds in NIH 3T3 cells. NIH 3T3 viability, CellTiter-Glo ATP luminescence, 48-72 h. Potency, µM (highest dose often 96.7 µM), inactives show top-dose activity change, negative = cytotoxicity, hits mostly inhibitors. actives 4.3% (n = 94,000); also: potency is read from the fitted curve at half-maximal effect; nearly all actives have a fitted effect of over 55% in size
#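 First NIH 3T3 cells are plated at 400 cells/well; next compound is pinned in; then plates incubate 48 or 72 hr at 37 °C; finally CellTiter-Glo is added and luminescence read after 10 min.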
# GPT2 inh: blocks human glutamate pyruvate transaminase 2 | actives 0.25% (n = 100,000) | Potency, µM (titrated, usually from 57.7 µM), for inactives: top-dose activity change, negative = inhibition, actives largely listed as inhibitors | Recombinant GPT2, coupled pyruvate oxidase/HRP Amplex Red fluorescence | Q8TD30; also: potency is read from the fitted curve at half-maximal effect; nearly all actives have a fitted effect of over 60% in size; many of its hits are not listed in these tables
#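 Recombinant GPT2 (10ng/uL) with 250uM a-KG and 2mM L-alanine, 30 min at room temperature, in HEPES pH 7.5 buffer. Pyruvate detected by pyruvate oxidase/HRP/Amplex Red fluorescence after 30 min in the dark; AOA (50uM) as positive control.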
# FLuc inh: blocks purified firefly luciferase enzyme activity. actives 2.5% (n = 76,000). AID 1347043. purified P. pyralis luciferase, luminescence, biochemical. Potency, µM (top dose mostly 115 µM), for inactives: at the highest dose activity change, negative = inhibition, actives largely listed as inhibitors. P08659; also: potency is read from the fitted curve at half-maximal effect; nearly all actives have a fitted effect of over 65% in size
# Target sequence (P08659 whole entry, looked up): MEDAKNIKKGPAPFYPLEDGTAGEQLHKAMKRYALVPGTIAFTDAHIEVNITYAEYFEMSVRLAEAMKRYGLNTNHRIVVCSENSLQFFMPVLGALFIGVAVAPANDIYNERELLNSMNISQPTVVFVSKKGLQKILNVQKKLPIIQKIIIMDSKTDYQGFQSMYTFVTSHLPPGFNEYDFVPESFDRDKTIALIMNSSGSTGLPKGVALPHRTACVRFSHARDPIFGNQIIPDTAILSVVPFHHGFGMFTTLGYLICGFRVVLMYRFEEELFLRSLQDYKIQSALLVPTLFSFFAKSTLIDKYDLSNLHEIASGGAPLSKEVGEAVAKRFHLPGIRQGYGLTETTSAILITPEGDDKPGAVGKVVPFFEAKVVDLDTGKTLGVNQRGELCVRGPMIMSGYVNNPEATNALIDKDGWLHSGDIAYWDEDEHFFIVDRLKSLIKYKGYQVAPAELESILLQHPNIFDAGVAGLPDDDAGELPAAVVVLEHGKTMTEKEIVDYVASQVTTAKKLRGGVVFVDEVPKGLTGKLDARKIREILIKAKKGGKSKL
#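 Purified 10nM P. pyralis luciferase with 10uM D-luciferin and 10uM ATP in 50mM Tris acetate pH 7.5, 10mM Mg acetate, 0.01% Tween-20, 0.05% BSA. qHTS titration; luminescence read by CCD imager.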
# IP6K1 inhibitor: inhibitors of human IP6K1. Q92551. IP6K1 kinase, ADP-Glo luminescence, 2 h; hits give low values. activity change, % (series mostly up to about 58 µM). actives 0.81% (n = 140,000); in the data active = activity change below about -25%
# Target sequence (Q92551 whole entry, looked up): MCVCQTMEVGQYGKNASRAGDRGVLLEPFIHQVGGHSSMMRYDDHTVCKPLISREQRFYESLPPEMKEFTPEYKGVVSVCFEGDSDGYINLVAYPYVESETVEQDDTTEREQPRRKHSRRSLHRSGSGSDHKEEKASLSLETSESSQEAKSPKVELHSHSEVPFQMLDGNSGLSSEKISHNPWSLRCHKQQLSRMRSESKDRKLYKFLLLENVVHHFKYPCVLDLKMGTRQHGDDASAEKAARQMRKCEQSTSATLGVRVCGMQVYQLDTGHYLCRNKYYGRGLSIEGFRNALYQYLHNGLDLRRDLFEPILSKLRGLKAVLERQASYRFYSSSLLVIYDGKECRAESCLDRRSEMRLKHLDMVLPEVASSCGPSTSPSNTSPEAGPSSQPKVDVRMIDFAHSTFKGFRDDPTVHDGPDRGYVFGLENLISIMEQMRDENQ
#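 ADP-Glo luminescence measures ADP made by human IP6K1 during a 2 h RT reaction with ATP/IP6 (mix at 1.3 mM/130 uM); top library doses 57.5 and 19.1 uM final.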
# HEK cytotox: cytotoxic compounds in HEK 293 cells; HEK 293 viability, ATP luminescence (CellTiter-Glo), 48-72 h; Potency, µM (titrated, usually from 115 µM), for inactives: top-dose activity change, negative = cytotoxicity, actives largely listed as inhibitors; actives 6.6% (n = 94,000); also: potency is read from the fitted curve at half-maximal effect; nearly all actives have a fitted effect of over 60% in size
#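 Viability of HEK 293 cells, plated at 250 cells/well, was judged by cellular ATP after compound treatment for 48 or 72 hr. Luminescence was imaged 10 min after CellTiter-Glo addition at room temperature.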
# Starred values were filed as active, the others as inactive; i = inactive; ? = inconclusive; . = no result given; [ ] = remark or other dose. Unless noted, calls follow the shape of the dose curve; as a rule, active = well fitted curve in the direction sought with a large enough effect; inconclusive = small, poorly fitted or top-dose-only effect, or another doubt; inactive = no such curve, though single readings can be large; an effect the other way counts as inactive or inconclusive. Unless noted, % is scaled to controls: 0 for no effect and ±100 for the full control effect.
# Short keys – A = SNCA expr inh; B = HEK293 viab; C = 3T3 cytotox; D = GPT2 inh; E = FLuc inh; F = IP6K1 inhibitor; G = HEK cytotox
> COc1ccccc1NC(=O)Cn1cccc1-c1nc(-c2ccc(F)cc2)no1
  A = 2% | B = -5% | C = -25% | D = i | E = -1% | F = -4 | G = -22%

> OC1(c2csc(CN3CCOCC3)n2)CCN(Cc2ccccc2F)CC1
  A = 11%[87.6 µM] | B = 5%[87.6 µM] | C = -6%[174 µM] | D = 5%[88.5 µM] | E = 5%[172 µM] | F = 2 | G = i

> Cc1cc(Cl)ccc1OCC(=O)Nc1c(C(=O)c2ccccc2)oc2ccccc12
  A = ? | B = 0% | C = . | D = . | E = . | F = 8 | G = .

> Cc1cccc(NC(=O)C2CCCN(S(=O)(=O)c3ccc4c(c3)oc(=O)n4C)C2)c1 (centres undefined)
  A = -14% | B = -14% | C = . | D = . | E = . | F = 1 | G = .

> O=C(Cn1ccn2nc(-c3ccccc3)c(CO)c2c1=O)Nc1ccc(Br)cc1
  A = 0% | B = -3% | C = ? | D = i | E = 0% | F = 14 | G = ?

> CC(C)C[C@@H]1N[C@H](C(=O)NCc2ccccc2)Cc2cn(Cc3ccncc3)c3cccc1c23
  A = -20% | B = -8% | C = ? | D = -3% | E = -3% | F = -9 | G = ?

> COc1cccc(CCC2CCCN(C(=O)c3ccsc3)C2)c1 (centres undefined)
  A = 8% | B = -2% | C = ? | D = i | E = -21% | F = 0 | G = ?

> CN1CC(=O)N(c2ccc(Cl)cc2)Cc2c(NCCCc3ccccc3)ncnc21
  A = 124%[activator] | B = 8% | C = 32µM* | D = i | E = 40µM* | F = -8 | G = ?

> CN(Cc1ccc2ncccc2c1)C(=O)c1ccc(C2CCNC2)cc1 (centres undefined)
  A = -11% | B = -12% | C = -25% | D = i | E = 4% | F = 0 | G = ?

> COc1ccc(CN2CC3(C2)C(=O)N(Cc2ccc(C)o2)C(=O)[C@@H]2C[C@@H](O)CN23)c2ccccc12
  A = 0% | B = -2% | C = i | D = 2% | E = 3% | F = -13 | G = ?

> COCc1nc(CCNC(=O)COc2ccc(F)cc2)no1
  A = -19% | B = -15%[12.5 µM] | C = i | D = 5% | E = -2% | F = 15 | G = -6%

> O=C(Cn1c(=O)nc(-c2ccccc2)c2cc(Cl)ccc21)NCc1ccccc1
  A = 21% | B = 0% | C = . | D = . | E = . | F = -1 | G = .

> CCCC(=O)Nc1ccc2c(N3CCOCC3)ncnc2c1
  A = 9% | B = -8% | C = ? | D = 0% | E = 4% | F = -1 | G = -14%

> CCCCc1ccc(NS(=O)(=O)c2ccc(N3CCCCS3(=O)=O)cc2)cc1
  A = ? | B = -1% | C = . | D = . | E = . | F = -11 | G = .

> CN(C)CCNC(=O)c1cc2cn(C3CC3)cc2s1
  A = -3% | B = 2% | C = 1% | D = i | E = -7% | F = 4 | G = 2%

# Ordered by heavy-atom count (highest first): part of the list above
# Short keys – A = SNCA expr inh; B = HEK293 viab; C = 3T3 cytotox; D = GPT2 inh; E = FLuc inh; F = IP6K1 inhibitor; G = HEK cytotox
> COc1ccc(CN2CC3(C2)C(=O)N(Cc2ccc(C)o2)C(=O)[C@@H]2C[C@@H](O)CN23)c2ccccc12
  A = 0% | B = -2% | C = i | D = 2% | E = 3% | F = -13 | G = ?

> Cc1cc(Cl)ccc1OCC(=O)Nc1c(C(=O)c2ccccc2)oc2ccccc12
  A = ? | B = 0% | C = . | D = . | E = . | F = 8 | G = .

> COc1cccc(CCC2CCCN(C(=O)c3ccsc3)C2)c1 (centres undefined)
  A = 8% | B = -2% | C = ? | D = i | E = -21% | F = 0 | G = ?

> COCc1nc(CCNC(=O)COc2ccc(F)cc2)no1
  A = -19% | B = -15%[12.5 µM] | C = i | D = 5% | E = -2% | F = 15 | G = -6%

# Continued.
# Short keys – A = SNCA expr inh; B = HEK293 viab; C = 3T3 cytotox; D = GPT2 inh; E = FLuc inh; F = IP6K1 inhibitor; G = HEK cytotox
> O=C(COc1ccc(Cl)cc1)N1CC2CC(C1)[C@H]1CCCC(=O)N1C2 (some centres undefined)
  A = 6% | B = 5% | C = 1% | D = i | E = -3% | F = 8 | G = 11%

> O=C(NCCN1CCOCC1)C1CN(S(=O)(=O)c2cccnc2)CC12CCCCC2 (centres undefined)
  A = -9% | B = 8% | C = 1% | D = 4% | E = 4% | F = 6 | G = 0%

> Cn1cnc(S(=O)(=O)N2CCC3(CC2)CC(CC(=O)NC2CC2)CCO3)c1 (centres undefined)
  A = 1% | B = -5% | C = i | D = i | E = 0% | F = 30 | G = 3%

> COc1ccc(-c2cn3cc(C(=O)NCCCc4ccccc4)nc3s2)cc1
  A = -1% | B = -7% | C = ? | D = 4% | E = . | F = -8 | G = ?

> CC(C)CNC(=O)N1CCCC(c2noc(COc3ccccc3)n2)C1 (centres undefined)
  A = 43% | B = -7%[12.5 µM] | C = ? | D = 2% | E = -10% | F = 10 | G = ?

> Nc1nc(N)c(S(=O)(=O)c2ccccc2)c(Nc2ccccc2)n1
  A = 16% | B = -13% | C = . | D = . | E = . | F = -2 | G = .

> COc1ccc(CNC(=O)C2CCC(CNS(=O)(=O)c3ccc4c(c3)CCCC(=O)N4)CC2)cc1 (centres undefined)
  A = 30%[activator] | B = -5% | C = . | D = . | E = . | F = -9 | G = .

> COc1ccccc1-c1cnc(Nc2ccccc2)c2c1CCO2
  A = 37%[activator][87.6 µM] | B = 4%[87.6 µM] | C = ? | D = 5%[88.5 µM] | E = -12%[172 µM] | F = -20 | G = ?

> O=C1CCN(C(=O)Nc2ccccc2F)CCCC(C(=O)NCc2ccncc2)CCN1 (centres undefined)
  A = 17% | B = 1% | C = 2% | D = 0% | E = 4% | F = 3 | G = i

> O=C(Nc1ccccc1)N1CCOC(CN(CC2CC2)C(=O)c2cccc(F)c2)C1 (centres undefined)
  A = -8% | B = 2% | C = ? | D = i | E = ? | F = 17 | G = ?

> O=C(NCC(F)(F)F)c1ccc2nc(-c3cccnc3)oc2c1
  A = 45%[activator][87.6 µM] | B = 7%[87.6 µM] | C = -26%[138 µM] | D = i | E = . | F = -13 | G = ?

> CCN1C(=O)CCN(C(=O)Nc2ccc(C)c(C)c2)CC12CCOCC2
  A = -15% | B = 0% | C = ? | D = i | E = -11% | F = -15 | G = -6%

> CCOC(=O)C1=C(CS(=O)(=O)c2ccc(F)cc2)NC(=O)NC1c1ccc(OCC)c(OC)c1 (centres undefined)
  A = ? | B = -26% | C = . | D = . | E = . | F = 18 | G = .

> COc1ncccc1-c1cnc2n[nH]c(-c3ccccc3)c2n1
  A = -16%[87.6 µM] | B = -6%[87.6 µM] | C = 50µM* | D = 3%[88.5 µM] | E = 8%[172 µM] | F = 17 | G = 71µM*

> CCOC(=O)c1ccc(NC(=O)CSc2nc(C)c(Cc3ccccc3)c(=O)[nH]2)cc1
  A = -4% | B = -1% | C = . | D = . | E = . | F = 15 | G = .

# Whole records, looked up by structure. Values in the order: SNCA expr inh | HEK293 viab | 3T3 cytotox | GPT2 inh | FLuc inh | IP6K1 inhibitor | HEK cytotox
# COc1ccc(CNC(=O)C2CCC(CNS(=O)(=O)c3ccc4c(c3)CCCC(=O)N4)CC2)cc1 (centres undefined) is listed as 30%[activator] | -5% | . | . | . | -9 | .
# CCCC(=O)Nc1ccc2c(N3CCOCC3)ncnc2c1 is listed as 9% | -8% | ? | 0% | 4% | -1 | -14%
# O=C(Nc1ccccc1)N1CCOC(CN(CC2CC2)C(=O)c2cccc(F)c2)C1 (centres undefined) is listed as -8% | 2% | ? | i | ? | 17 | ?
# O=C(NCC(F)(F)F)c1ccc2nc(-c3cccnc3)oc2c1 is listed as 45%[activator][87.6 µM] | 7%[87.6 µM] | -26%[138 µM] | i | . | -13 | ?

# The listing continues.
# Short keys – A = SNCA expr inh; B = HEK293 viab; C = 3T3 cytotox; D = GPT2 inh; E = FLuc inh; F = IP6K1 inhibitor; G = HEK cytotox
> CCOc1ccc(CCNC(=O)CCCc2nnc3n(CCCOC)c(=O)c4sccc4n23)cc1
  A = 1% | B = -3% | C = . | D = . | E = . | F = 12 | G = .

> Cc1cn2nc(C(=O)NCc3ccc(Br)cc3)cc2c(N2CCCC2)n1
  A = -26% | B = 6% | C = ? | D = i | E = -2% | F = -2 | G = ?

> CC(C)CCNC(=O)N1CCCC(c2noc(COc3ccccc3)n2)C1 (centres undefined)
  A = 30% | B = 6%[12.5 µM] | C = ? | D = -30% | E = -24% | F = 48 | G = ?

> COc1ccc(NC(=O)CCn2ccn3nc4c(c3c2=O)CCCC4)cc1OC
  A = 12% | B = -13% | C = -16% | D = i | E = -14% | F = 6 | G = ?

> O=C1c2c(nc(CNCc3ccccc3)n2Cc2ccccc2)NCCN1CC1CC1
  A = ? | B = -7%[87.6 µM] | C = ? | D = -11%[88.5 µM] | E = -1%[172 µM] | F = -14 | G = ?

> CN(C)C[C@@H]1CN(Cc2ccncc2)C[C@H]1NC(=O)c1ccc2c(c1)OCO2
  A = -19% | B = -9% | C = -16% | D = i | E = -5% | F = 18 | G = -23%

> Cc1cccc(N2CCN(S(=O)(=O)c3csc(C(N)=O)c3)CC2)c1C
  A = -12% | B = -7% | C = . | D = . | E = . | F = -42* | G = .

> O=C1N[C@H](CC(=O)N2CCC(c3ccccc3)C2)C(=O)Nc2ccccc21 (some centres undefined)
  A = 66%[activator] | B = -11% | C = i | D = i | E = -22% | F = 21 | G = 10%

> COc1ccccc1-c1cc2nc(C)c(CCC(=O)NCCc3cccc(C)c3)c(C)n2n1
  A = 3% | B = -6% | C = . | D = . | E = . | F = 9 | G = .

> COC(=O)c1cc(S(=O)(=O)NCC2CCN(Cc3ccccc3F)CC2)c[nH]1
  A = 6% | B = -7% | C = . | D = . | E = . | F = 11 | G = .

> NC(CO)(CO)CCc1ccc(Sc2cccc(OCc3ccccc3)c2)cc1Cl
  A = -26% | B = -5% | C = . | D = ? | E = . | F = . | G = .

> CCN1CCN(C(=O)c2nc3sccn3c2-c2cccc(C#N)c2)CC1
  A = 27% | B = -29% | C = -21% | D = i | E = . | F = 2 | G = -6%

> O=C(N[C@H]1CCOC[C@H]1C1CCOCC1)c1cccc2nccnc12
  A = -15% | B = -9% | C = -20% | D = -7% | E = -8% | F = 13 | G = -1%

> O=S(=O)(c1ccc(-c2cc(C(F)(F)F)on2)s1)N1CCN(c2ccc(F)cc2)CC1
  A = -2% | B = -1% | C = . | D = . | E = . | F = -14 | G = .

> Cc1ccc(Cn2c(C(=O)O)c(CNCCc3ccco3)c3ccc(C)cc32)cc1
  A = -14% | B = ? | C = . | D = . | E = . | F = 16 | G = .

# Two entries picked at random from the list so far:
# Short keys – A = SNCA expr inh; B = HEK293 viab; C = 3T3 cytotox; D = GPT2 inh; E = FLuc inh; F = IP6K1 inhibitor; G = HEK cytotox
> O=C1c2c(nc(CNCc3ccccc3)n2Cc2ccccc2)NCCN1CC1CC1
  A = ? | B = -7%[87.6 µM] | C = ? | D = -11%[88.5 µM] | E = -1%[172 µM] | F = -14 | G = ?

> Cc1ccc(Cn2c(C(=O)O)c(CNCCc3ccco3)c3ccc(C)cc32)cc1
  A = -14% | B = ? | C = . | D = . | E = . | F = 16 | G = .
